High-throughput results (PubChem BioAssay)
Hep lipid drop: modulators of hepatic lipid droplet formation; AML12 mouse hepatocytes, oleate lipid droplets, BODIPY imaging; inhibition, % at 6.5 µM; 240,000 compounds, 0.4% hits;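 active = lipid droplet intensity inhibited by at least 50%, with more than 500 cells counted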
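Technique: fluorescence imaging, 20x objective, two fields per well / Assay system: AML12 hepatocytes (mouse) / Measure: % inhibition of lipid droplet signal / Doses: 6.5 µM single-point dosing / Incubation: overnight exposure / Reagent: 100 µM oleic acid challenge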
T cell modulator: T cell immune modulators affecting CD8 T cell-vesicle binding | 2C CD8+ T cell-vesicle binding, flow cytometry; stronger effect = lower value | calls only at 7 µM | 330,000 compounds, 0.068% hits | AID 2052;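 active = response, share of CD8 T cells binding vesicles, and their 90th percentile fluorescence all below set limits, cut at about 80% in these data, passing the limit was not always enough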
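Assay system: 2C TCR transgenic mouse naive CD8+ T cells, MACS-purified | Read-out: CD8+ gate FL2 mean fluorescence as % of same-row positive control | Signal: High-throughput flow cytometry with anti-B7-1 and anti-CD8 staining | Timing: Binding step 1.5 h, 37 °C, antibody labelling 20 min, ice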
Dynein cargo inh: dynein cargo transport inhibition | z-score, hits read low | 3617.4 mouse cells, GR-EGFP nuclear translocation imaging; test concentration mostly 20 µM; stimulated with dexamethasone, 1 µM; stronger effect = lower value | AID 1381 | 220,000 compounds, 0.47% hits;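 active = plate z-score of nuclear minus cytoplasmic receptor signal below a set negative limit, without overly bright fluorescence or cell loss, cut at about -3.5 in these data, passing the limit was not always enough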;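 note: z-score of nuclear minus cytoplasmic ring GR-EGFP intensity difference per well; some compounds called inactive have numbers as strong as hits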
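Medium: Induction medium lacking tetracycline, stripped serum | Probe or stimulus: 1.0 µM final dexamethasone stimulus | Schedule: 48 h induction, then 1 h compound, then 30 min agonist, 37 °C | Signal: Automated 10x imaging of fixed Hoechst-stained cells | Evaluation: Per-cell GR-EGFP intensity, nucleus versus surrounding cytoplasmic ring, well-averaged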
Insulin prom up: MIN6 insulin promoter up-regulation. 190,000 compounds, 0.3% hits. AID 1625. MIN6 insulin promoter-GFP reporter, high-content imaging; stronger effect = higher value. z-score at 5 µM;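 active = z-score above 3 at 5 µM with at least 500 cells counted in the well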
b-catenin transl: beta-catenin nuclear translocation modulation; nuclear translocation activity, % at 5 µM; 190,000 compounds, 0.3% hits; AID 1665; HeLa beta-catenin nuclear translocation, immunofluorescence imaging;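 active = nuclear translocation activity above 50% at 5 µM, with a well cell count of 50 or more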;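 note: per-cell ratio of nuclear to cytoplasmic median beta-catenin stain intensity; plate controls were DMSO negative control for no effect and GSK-3 inhibitor IX positive control for full effect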
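System: HeLa cells, endogenous beta-catenin; compound dosing: 5 µM primary single dose, 0.1% DMSO, 0.02–20 µM confirmation series; incubation: 24 h compound exposure at 37°C, 5% CO2; signal: beta-catenin immunofluorescence imaging with DAPI; evaluation: % activation, nuclear-to-cytoplasmic median beta-catenin signal ratio per cell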
CSM14.1 death rescue: rescue of cells from ER stress-induced death, primary screen, 384-well, CSM14.1, thapsigargin, ATP luminescence (AID 1222) | CSM14.1 thapsigargin-induced death rescue, ATP luminescence; higher % means a stronger effect | cellular ATP content (survival), % at 20 µM; hits with a dose series show EC50 in µM | 190,000 tested, under 10 active;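 active = EC50 below 50 µM in the dose-response confirmation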;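 note: death triggered by thapsigargin at about 15 µM added after 2 h compound pretreatment; cell ATP read after overnight thapsigargin exposure of roughly 18 to 22 hours; normalized against plate controls of thapsigargin alone and 5% DMSO vehicle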
Autophagy mod: autophagy modulation, high-content screen; MEF GFP-LC3 puncta imaging; test concentration mostly 10 µM; calls only at 10 µM (by protocol); 190,000 compounds, 0.98% hits;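 active = percentage of spot-positive cells more than 3 SD above its plate mean, without a fluorescence outlier flag or 80% toxicity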;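 note: spot-positive cell cutoff set from DMSO-treated cells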
MT stabilize HCS: stabilizes microtubules in HeLa cells | HeLa tubulin immunostaining HCS, 24 h; share of cells brighter than vehicle mean+2SD | % tubulin-high responders, % at 10 µM | 200,000 compounds, 0.83% hits | AID 2205;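 active = plate Z-score above 3 for both tubulin-high and condensed-nucleus cell shares, with cell loss under 80%, at 10 µM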;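 note: anti alpha tubulin signal scored within the nucleus-defined area of each cell; some results filed as inactive read as strong as hits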
Salmonella PhoP GFP: PhoP-dependent GFP reporter repression – Salmonella Typhimurium, primary screen (AID 1863) | 300,000 compounds, 0.16% hits | S. Typhimurium PhoP-regulated promoter GFP reporter, 4 h; higher % means a stronger effect | one-dose inhibition, % at 50 µM; IC50 in µM for titrated hits;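 active = inhibition over 29.93%, a cutoff 3 SD above the screen mean, later confirmed by dose response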;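 note: 0% = low Mg2+ inducing control and 100% = high Mg2+ repressing control; strong numbers were not always called active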
Dynein cargo inh cytoplasmic EGFP: also measured in Dynein cargo inh; calls as there; z-score; measured here: cytoplasmic GR-EGFP intensity; stronger effect = higher value
Dynein cargo inh nuclear GR-EGFP: also measured in Dynein cargo inh; calls as there; z-score; measured here: nuclear GR-EGFP intensity;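 lower value marks the stronger effect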
Dynein cargo inh cell count: recorded beside Dynein cargo inh, whose call it bears; z-score; measured here: cell count per field
Insulin prom up cell count: recorded beside Insulin prom up, whose call it bears; cell count; measured here: cytotoxicity, nuclei count;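 total cells summed across four imaged fields per well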
Hep lipid drop cells 6.5 µM: recorded beside Hep lipid drop, whose call it bears; cell count; measured here: cell count, cytotoxicity flag;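 cells counted across two imaged fields per well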
b-catenin transl cell count 5 µM: also measured in b-catenin transl; calls as there; cell count; measured here: cell count, cytotoxicity flag
T cell modulator vesicle-bound %: further read-out of T cell modulator, marked with its call; double positive events, %; measured here: CD8+ vesicle-bound cell fraction;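 binding gate set so that unloaded-vesicle control wells show 10% double positive cells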
MT stabilize HCS Hoechst-high %: second read-out of MT stabilize HCS, no call of its own (marks repeat the call); % Hoechst-high responders; measured here: nuclear condensation Hoechst responders;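 share of cells brighter than vehicle mean plus two SD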
MT stabilize HCS cytotoxicity %: also measured in MT stabilize HCS; calls as there; toxicity, %; measured here: cytotoxicity by cell density;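 0% = mean cell density of plate MIN control wells and 100% = no cells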
Autophagy mod cell loss 18 h: also measured in Autophagy mod; calls as there; toxicity, %; measured here: cell loss, nuclei count;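 cell loss after 18 h compound exposure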
An asterisk follows results filed as active; i = inactive; / = no result given; & = joins results of further samples. Some of the compounds tested, so the mix of outcomes need not match the whole.

SMILES	Hep lipid drop	Hep lipid drop cells 6.5 µM	T cell modulator	T cell modulator vesicle-bound %	Dynein cargo inh	Dynein cargo inh cytoplasmic EGFP	Dynein cargo inh nuclear GR-EGFP	Dynein cargo inh cell count	Insulin prom up	Insulin prom up cell count	b-catenin transl	b-catenin transl cell count 5 µM	CSM14.1 death rescue	Autophagy mod	Autophagy mod cell loss 18 h	MT stabilize HCS	MT stabilize HCS Hoechst-high %	MT stabilize HCS cytotoxicity %	Salmonella PhoP GFP
COC(=O)C(O)(c1ccc(N(C)C)cc1)C(F)(F)F (configuration not stated)	-9	704	i	52	-0.87	-0.23	-1.1	1.1	-0.13	1406	0.0	1517	-0.1%	i	8	1.5	1.6	6.6	4%
NC(=O)c1c(NC(=O)c2ccc(S(=O)(=O)N(CCCl)CCCl)cc2)sc2c1CCCCC2	-7	629	i	50	-1.2	-0.31	-1.1	1.2	0.16	1433	-5.1	543	-0.7%	i	-15	3.4	3.1	6.0	-14%
COc1ccccc1OCCCn1cc(C(C)=O)c2ccccc21	-15	680	i	18	0.46	-0.25	0.18	-0.25	/	/	1.3	1446	3.2%	i	9	2.1	2.3	3.1	4%
CCOC(=O)c1nc2ccccc2c(=O)n1-c1ccc(C)cc1	-1	727	i	35	-0.73	0.065	-0.15	0.89	-1.2	995	-1.5	1185	-2.8%	i	-14	2.5	1.8	9.8	5%
CC(C)(C)c1nc(N2CCN(C(=O)c3ccco3)CC2)c2nnn(Cc3ccccc3Cl)c2n1	/	/	/	/	-0.81	-0.17	-0.23	1.5	-2.4	1020	3.0	1087	7.4%	i	4	4.9	1.4	1.4	12%
O=C(c1cc(=O)[nH]c2ccc(Br)cc12)N1CCC2(CC1)OCCO2	/	/	i	33	-0.11	-0.17	-0.22	0.31	-0.15	1616	-3.1	1342	4.6%	i	0	3.1	1.4	5.9	0%
Cc1cc(C)cc(NC2=NCCCS2)c1	2	700	i	9	0.81	-0.29	-0.16	-0.31	1.4	1171	2.2	994	-5.6%	i	-7	2.8	3.8	6.7	2%
C/C(=N\NC(=O)c1ccncc1)c1c(O)n(Cc2ccccc2)c(=O)[nH]c1=O	-4	707	i	19	0.49	-0.23	0.25	-0.56	1	1090	-0.3	1343	/	/	/	/	/	/	-4%
Cc1ccsc1C(=O)C1CCCN(Cc2cnn(C(C)C)c2)C1 (configuration not stated)	6	758	i	58	1.3	-0.13	1.1	-1.1	/	/	-0.2	1574	1.1%	i	0	2.1	1.2	4.1	8%
CCOC(=O)c1c(N)n(Cc2ccccc2)c2nc3ccccc3nc12	/	/	i	38	-0.18	-0.2	0.1	0.33	1.4	905	-2.2	872	-2.1%	i	-38	4.1	0.7	1.4	3%
COc1ccc(C(CC(=O)N2CCC3(CC2)OCCO3)NS(=O)(=O)c2ccc(F)cc2)cc1 (configuration not stated)	/	/	i	52	-1.1	-0.044	-0.39	0.26	-0.29	1607	1.0	1390	0.3%	i	6	4.6	3.5	4.4	6%
COc1ccccc1OCC#CCN1CCOCC1	0	637	i	38	-0.35	-0.19	0.0051	0.66	0.33	1498	1.9	898	1.0%	i	-26	2.1	1.4	3.9	0%
Clc1cccc(C2NCc3ccccc3-n3cccc32)c1 (configuration not stated)	-8	668	i	17	0.24	-0.22	0.11	0.67	2.1	994	-1.4	1394	/	/	/	/	/	/	-5%
CC(C)n1c(O)c(C=NCc2cccnc2)c(=O)[nH]c1=S	8	661	i	40	-0.78	-0.25	-0.32	0.72	-0.46	1340	1.5	1275	/	/	/	/	/	/	-14%
CCC(C)NS(=O)(=O)c1ccc(OCC(=O)N2CCN(CC)CC2)cc1 (configuration not stated)	0	726	i	28	-0.063	-0.19	-0.41	-0.18	1.2	810	0.6	1009	-1.0%	i	0	2.6	2.4	7.3	6%
COP(=O)(OC)C(NC(=O)c1ccc(C)cc1)C(Cl)(Cl)Cl (configuration not stated)	3	713	i	46	-0.64	-0.12	-0.47	0.13	0.21	1402	2.4	1025	-0.3%	i	1	2.6	1.7	6.7	-7%
CCOC(=O)c1cc2c(cn1)[nH]c1ccccc12	-9	615	i	14	1.3	-0.29	1	-0.012	/	/	/	/	-2.2%	i	8	4.9	2.2	5.7	3%&-4%
Cc1cc(NCCN)nc2ccccc12	-22	642	i	54	-0.66	-0.23	-0.36	0.52	1.2	982	-3.5	1115	-3.7%	i	2	1.2	1.1	1.2	6%
C=CCn1c(O)c(C(C)=NC2CC2)c(=O)[nH]c1=O	/	/	i	31	0.017	-0.33	0.27	0.17	-0.54	1381	-6.9	984	0.8%	i	14	3.2	1.5	7.0	8%
COc1ccc(NP(=O)(Nc2ccc(OC)cc2)Oc2ccccc2)cc1	26	719	i	40	0.63	-0.11	0.25	-0.43	-1.4	1523	0.3	1125	3.5%	i	5	6.6	1.6	6.1	2%
c1ccc2c(CNC3CCCCC3)c[nH]c2c1	/	/	i	1	-0.93	0.26	-0.21	-0.18	-1.6	862	/	/	0.7%	i	5	1.8	0.6	5.7	23%
CCN(C(=O)Oc1ccccc1)c1ccc(C(O)(C(=O)OC)C(F)(F)F)cc1 (configuration not stated)	3	523	i	48	0.39	-0.23	0.43	0.08	0.09	1501	-1.9	1114	-3.1%	i	7	1.8	2.9	12	10%
COc1ccc(CCN(C)Cc2c(F)cccc2F)cc1OC	/	/	i	16	-0.17	-0.38	0.054	0.82	-0.07	1078	0.1	1153	0.0%	i	19	3.9	0.8	2.8	16%
COc1cc(NC(=O)CN2C3CCC2CC(O)(c2cccnc2)C3)cc(OC)c1 (configuration not stated)	-2	668	i	59	-0.34	-0.12	0.033	0.67	0.74	818	1.2	1026	0.6%	i	-4	1.9	1.7	8.9	-11%
COc1ccc([N+](=O)[O-])cc1N=Cc1c(O)n(CCc2ccccc2)c(=O)n(C(C)C)c1=O	13	706	i	64	-0.61	-0.2	-0.66	1.5	0.47	1212	/	/	-0.3%	i	6	2.2	1.8	7.0	-3%
SMILES	Hep lipid drop	Hep lipid drop cells 6.5 µM	T cell modulator	T cell modulator vesicle-bound %	Dynein cargo inh	Dynein cargo inh cytoplasmic EGFP	Dynein cargo inh nuclear GR-EGFP	Dynein cargo inh cell count	Insulin prom up	Insulin prom up cell count	b-catenin transl	b-catenin transl cell count 5 µM	CSM14.1 death rescue	Autophagy mod	Autophagy mod cell loss 18 h	MT stabilize HCS	MT stabilize HCS Hoechst-high %	MT stabilize HCS cytotoxicity %	Salmonella PhoP GFP
CC(=O)Nc1cc(C(=O)N2CCC3(CC2)OCCO3)ccc1S(=O)(=O)c1ccc(C)cc1	/	/	i	37	-0.35	-0.38	-0.57	0.68	-1.2	1598	0.8	1378	2.0%	i	6	3.0	2.8	2.2	2%
CCCCN1C(=N)C(CC)(CC)C(=O)NC1=O	16	690	i	69	0.63	-0.027	0.44	-0.72	0.17	1297	-5.0	1160	1.3%	i	3	1.8	2.9	0.4	8%
Cc1ccsc1C(=O)C1CCCN(Cc2cccc(OCCO)c2)C1 (configuration not stated)	-11	694	i	39	1.4	0.24	1.2	-1.3	/	/	0.1	927	-1.2%	i	9	1.2	1.2	2.6	13%
O=c1[nH]c(=S)n(C2CC2)c(O)c1C=NCc1cccnc1	-4	756	i	36	-0.57	0.029	-0.29	0.77	-0.93	1147	1.1	1339	/	/	/	/	/	/	-12%
COP(=O)(OC)C(NC(=O)/C=C/c1ccccc1)C(Cl)(Cl)Cl (configuration not stated)	6	686	i	58	-0.63	-0.26	-0.2	0.26	-0.23	1105	-0.4	1070	0.2%	i	-28	4.5	2.2	6.5	-7%
Cc1cccc2c1=NC(=O)/C(=C/c1c(O)[nH]c(=O)[nH]c1=O)C=2	15	614	i	51	-0.66	-0.18	-0.37	3.2	-0.09	1445	-2.1	1045	-1.0%	i	-2	2.5	3.0	4.7	0%
Cc1cccc(N2C(=O)/C(=C/c3ccc(N4CCN(C)CC4)o3)C(=O)NC2=S)c1C	-5	719	i	46	0.069	-0.26	-0.22	-0.2	2.5	1187	-3.6	571	-2.4%	i	-2	2.4	3.0	6.3	-47%
C=CCn1c(O)c(/C(C)=N/N2CCCCCC2)c(=O)[nH]c1=O	5	697	i	12	-0.43	-0.21	0.13	0.34	/	/	-0.2	1311	/	/	/	/	/	/	1%
CCCn1cc2c3c(cccc31)C1CC(C)CN(C)C1C2 (configuration not stated)	0	804	/	/	-0.98	-0.25	-0.091	-0.12	-0.67	1133	1.1	1279	/	/	/	/	/	/	-11%
